Screens as filed in PubChem BioAssay.
TSHR antagonist – Antagonists of the Thyroid Stimulating Hormone Receptor: HTS campaign. TSHR-expressing cells, TSH-stimulated cAMP HTRF, 2 h; active compounds read low. Thyrotropin receptor (Homo sapiens), P16473. hit rate 0.2% among 330,000. activity change, negative = inhibition, % at 11.5 µM. AID 504810, 2011;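 active = activity change below a set negative limit, meaning inhibition stronger than a set level, cut at about -70% in these data; inconclusive = activity change between two set negative limits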; note: % is set by controls: 0 for no effect and ±100 for the full control effect
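TSHR-expressing cells were treated with compounds, then stimulated with TSH at EC80 (4nM final) for 2 hours at 37 deg C. Cellular cAMP was measured by HTRF competition between lysate cAMP and cAMP-d2 for a cryptate-labelled anti-cAMP antibody.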
GALK inhibitor – qHTS Assay for Inhibitors of Human Galactokinase (GALK); P51570; Purified GALK, Kinase-Glo residual ATP luminescence; Potency, µM (highest dose often 57.5 µM), without a hit: top-dose activity change, negative = inhibition, usual class: inhibitors; hit rate 0.007% among 270,000; AID 1868, 2009; note: potency is the fitted concentration of half-maximal effect; % is set by controls: 0 for no effect and ±100 for the full control effect
Target sequence (P51570 whole entry, looked up): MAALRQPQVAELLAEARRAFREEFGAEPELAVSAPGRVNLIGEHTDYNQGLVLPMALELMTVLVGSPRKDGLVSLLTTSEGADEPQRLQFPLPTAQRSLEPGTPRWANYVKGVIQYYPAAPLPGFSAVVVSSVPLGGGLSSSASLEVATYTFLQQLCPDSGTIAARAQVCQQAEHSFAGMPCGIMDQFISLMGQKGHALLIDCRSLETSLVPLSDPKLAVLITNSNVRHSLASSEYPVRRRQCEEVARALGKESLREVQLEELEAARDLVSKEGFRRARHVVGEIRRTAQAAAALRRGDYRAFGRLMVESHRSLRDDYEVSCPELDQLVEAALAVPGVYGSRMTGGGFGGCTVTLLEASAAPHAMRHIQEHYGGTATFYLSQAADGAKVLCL
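Compounds were pin-transferred into ATP buffer (35 uM final), then GALK plus galactose (5 nM, 100 uM final) was added. After 1 h at room temperature, Kinase-Glo Plus was added and luminescence read after 10 min.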
MBNL1 CUG block – qHTS Assay for Inhibitors of MBNL1-poly(CUG) RNA binding; hit rate 0.036% among 280,000; AID 2675, 2010; TR-FRET MBNL1-His/biotin-(CUG)12 binding, 665/545 ratio; Potency, µM (highest dose often 57.5 µM), without a hit: at the top dose activity change, negative = inhibition, most hits filed as inhibitors; active = well fitted inhibition curve with a large enough effect in the signal ratio, with a control signal flat, not every such curve was filed as active; inconclusive = small, poorly fitted or top-dose-only effect, or effect the other way, or a change in a side signal; inactive = no such curve, though single readings can be large or run the other way; the % refers to the signal ratio; note: potency is the fitted concentration of half-maximal effect; % is set by controls: 0 for no effect and ±100 for the full control effect
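TR-FRET between His-tagged MBNL1 and biotin-(CUG)12 RNA, detected with Tb anti-His antibody (0.055 ng/ul) and streptavidin-XL665 (5 nM), 60 min at room temperature. Compounds titrated 92 nM to 58 uM; 665/545 nm ratio normalized to buffer and complex controls.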
PKM2 activator – qHTS Assay for Activators of Human Muscle isoform 2 Pyruvate Kinase. Pyruvate kinase PKM (Homo sapiens), P14618. purified PKM2, Kinase-Glo ATP luminescence, activation; response scale: 0% is enzyme alone, no compound. Potency, µM (highest dose often 57.5 µM), without a hit: at the highest dose activation, actives largely listed as activators. hit rate 0.34% among 260,000. AID 1631, 2009; note: potency is the fitted concentration of half-maximal effect; % is set by controls: 0 for no effect and ±100 for the full control effect; nearly all actives have a fitted effect of over 55% in size
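Kinase-Glo luminescence reports ATP generated from ADP (0.1 mM) and PEP (0.5 mM) by purified hPK-M2 after 1 h at room temperature, pH 7.2 imidazole buffer; intermediate enzyme activity allows detecting inhibitors and activators.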
Eya2 phos inh – qHTS Assay for Inhibitors of the Phosphatase Activity of Eya2. Protein phosphatase EYA2 (Homo sapiens), O00167. recombinant Eya2, OMFP fluorescence dephosphorylation (OMFP is methylfluorescein phosphate). Potency, µM (series often up to 76.9 µM), inactives show top-dose activity, negative = inhibition, usual class: inhibitors. hit rate 0.006% among 330,000; note: potency is the fitted concentration of half-maximal effect; % is set by controls: 0 for no effect and ±100 for the full control effect
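Eya2 protein (added as 0.2 uM solution) was preincubated with compound for 10 min at ambient temperature in 50 mM HEPES pH 7.5, 50 mM NaCl, 5 uM MgCl2, 0.05% BSA, 1 mM DTT. OMFP (added at 50 uM) then reacted 10 min; fluorescence read at 485/525 nm.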
BCR signal inh – qHTS Assay to Find Inhibitors of Chronic Active B-Cell Receptor Signaling. ABC-DLBCL IkBa-CBG/CBR reporter, luminescence ratio, 4 h. Potency, µM (highest dose often 46.1 µM), without a hit: top-dose ratio change, negative = lower green/red ratio, hits mostly inhibitors. hit rate 0.05% among 340,000; active = well fitted inhibition curve with a large enough effect in the signal ratio, with a control signal flat, not every such curve was filed as active; inconclusive = small, poorly fitted or top-dose-only effect, or effect the other way, or a change in a side signal; the % refers to the signal ratio;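 note: potency is the fitted concentration of half-maximal effect; plate controls were basal doxycycline-induced cells for no effect and cells given 10 µM MG132 for full effect; MG132 reads +100%, hits lower the ratio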
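TMD8 ABC-DLBCL cells carrying doxycycline-inducible green luciferase fused to IkappaBalpha plus unfused red luciferase were exposed to compounds (up to 46 uM) for 4 hrs at 37C. Activity came from the overlap-corrected green/red luminescence ratio.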
Mito fusion act – qHTS Assay for Small Molecule Inhibitors of Mitochondrial Division or Activators of Mitochondrial Fusion | S. cerevisiae fusion-defective mutant growth rescue, CellTiterGlo 48 h | Potency, µM (top dose mostly 46.1 µM), for inactives: at the top dose growth rescue (activation), hits mostly activators | hit rate 0.23% among 320,000 | AID 485298, 2010;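 note: potency is the fitted concentration of half-maximal effect; % of control where 0% means no effect; nearly all actives have a fitted effect of over 45% in size; temperature-sensitive fusion mutants such as fzo1-1 at 37 °C on non-fermentable ethanol glycerol medium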
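Compounds are tested for their ability to restore growth of mitochondrial fusion-defective yeast strains at non-permissive 37C in YPEG medium over 48 hours. Viability is quantified by luciferase luminescence.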
ASM inhibitor – Inhibitors of Secretory Acid Sphingomyelinase (S-ASM): qHTS; Sphingomyelin phosphodiesterase (Homo sapiens), P17405; placental ASM, HMU-PC fluorogenic substrate, 60 min; Potency, µM (highest dose often 57.5 µM), for inactives: at the top dose activity change, negative = inhibition, actives largely listed as inhibitors; hit rate 0.006% among 340,000; note: potency is the fitted concentration of half-maximal effect
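qHTS format. ASM enzyme prepared from human placenta hydrolyses the fluorogenic substrate HMU-PC0 (9 uM final) over 60 min at 37 °C after a 10 min compound preincubation.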
USP2a block – qHTS Assay for Inhibitors of Ubiquitin-specific Protease USP2a Using CHOP2 as the Reporter | AID 463254, 2010 | USP2 core, Ub-CHOP2 coupled fluorogenic reporter, 485/531 | hit rate 0.01% among 330,000 | Potency, µM (titrated, usually from 38.3 µM), inactives show top-dose activity change, negative = inhibition, hits mostly inhibitors;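 note: potency is the fitted concentration of half-maximal effect; plate controls were DMSO wells for no effect and full inhibition by NEM control for full effect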
Target sequence (O75604 whole entry, looked up): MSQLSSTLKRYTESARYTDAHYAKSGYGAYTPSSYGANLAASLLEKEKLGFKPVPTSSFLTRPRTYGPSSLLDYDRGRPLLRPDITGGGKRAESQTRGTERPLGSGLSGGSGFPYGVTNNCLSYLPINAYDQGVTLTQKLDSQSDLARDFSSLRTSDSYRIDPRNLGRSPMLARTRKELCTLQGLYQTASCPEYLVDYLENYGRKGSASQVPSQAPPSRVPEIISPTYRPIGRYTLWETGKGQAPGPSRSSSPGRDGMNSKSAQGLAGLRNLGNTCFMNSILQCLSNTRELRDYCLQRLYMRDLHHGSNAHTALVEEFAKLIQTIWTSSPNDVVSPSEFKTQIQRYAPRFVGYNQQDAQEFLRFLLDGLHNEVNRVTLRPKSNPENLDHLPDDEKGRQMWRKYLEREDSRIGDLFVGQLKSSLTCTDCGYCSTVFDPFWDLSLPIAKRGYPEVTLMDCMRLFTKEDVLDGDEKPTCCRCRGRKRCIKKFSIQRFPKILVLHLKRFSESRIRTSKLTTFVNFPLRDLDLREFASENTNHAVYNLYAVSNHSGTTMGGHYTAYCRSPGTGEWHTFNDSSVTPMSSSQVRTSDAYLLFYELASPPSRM
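Deubiquitinase activity read as fluorescence (485/531 nm) after Ub-CHOP2 cleavage activates the enterokinase reporter on its substrate; USP2 core 10nM, Ub-CHOP2 and substrate 25nM each, 30min compound preincubation then 60min RT; data normalized to NEM, curves fitted.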
Menin-MLL TR inh – qHTS Assay for Inhibitors Targeting the Menin-MLL Interaction in MLL Related Leukemias: Competition With Texas Red Labeled MLL-derived Mutant Peptide | O00255 | Menin + Texas Red MLL mutant peptide, fluorescence polarization | Potency, µM (top dose mostly 61.6 µM), without a hit: top-dose FP activity change, negative = inhibition, usual class: inhibitors | hit rate 0.23% among 270,000; active = well fitted inhibition curve with a large enough effect in the polarisation, with a control signal flat, not every such curve was filed as active; inconclusive = small, poorly fitted or top-dose-only effect, or effect the other way, or a change in a side signal; inactive = no such curve, though single readings can be large or run the other way; the % refers to the polarisation; note: potency is the fitted concentration of half-maximal effect; % of control where 0% means no effect; many of its hits are not listed in these tables
hERG WT inh – qHTS for Inhibitors of KCHN2 3.1: Wildtype qHTS; Voltage-gated inwardly rectifying potassium channel KCNH2 (Homo sapiens), Q12809; U2OS, BacMam KCNH2, thallium flux FluxOr; active compounds read low; activity change, % at 1.84 µM; hit rate 0.37% among 340,000; AID 720551, 2013;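 active = maximum activity change below -70%; inconclusive = maximum activity change between -70% and -50%; inactive = maximum activity change above -50%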; note: % is set by controls: 0 for no effect and ±100 for the full control effect
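U2OS cells transduced with wild-type KCNH2 virus are loaded with FluxOr dye for 45 min, and thallium flux is measured in kinetic reads before and after stimulation buffer. Rate constants are normalized to DMSO controls.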
An asterisk follows results filed as active; ? = inconclusive; / = not tested or not shown; [ ] = another dose, or the depositor's remark. Unless noted, calls come from the whole dose curve; as a rule, active = well fitted curve in the direction sought with a large enough effect; inconclusive = small, poorly fitted or top-dose-only effect, or another doubt; inactive = no such curve, though single readings can be large; an effect the other way counts as inactive or inconclusive. A portion of the library; rates above refer to the full screens.

# | canonical_smiles | GALK inhibitor | MBNL1 CUG block | ASM inhibitor | Eya2 phos inh | BCR signal inh | TSHR antagonist | USP2a block | Menin-MLL TR inh | Mito fusion act | hERG WT inh | PKM2 activator
1 | Cc1ccc(S(=O)(=O)Cc2ccccc2Cl)cc1 | -6% | ? | 1% | 3% | -14% | 2 | -3% | -9% | 2% | -3 | 9%
2 | O=C(O)c1cccnc1Cl | / | 2% | 0% | 6% | 0% | 25 | 2% | -10% | -6% | 0 | 8%
3 | CCO[C@@H]1OC(C(=O)NCc2ccccc2)=C[C@H](c2coc3ccccc3c2=O)[C@H]1CCCO | 0% | 4% | 20% | 12% | ? | -3 | 10% | -26% | -1% | -3 | -2%
4 | CCOC(=O)c1[nH]c2ccccc2c1NC(=O)c1ccc(S(=O)(=O)N2CCOCC2)cc1 | / | 21% | -11% | 9% | 0% | -2 | 3% | 26% | 2% | 55 | 3%
5 | Cc1c(C)c2ccc(OCC(=O)Nc3ccccn3)cc2oc1=O | -2% | 3% | -1% | 14% | ? | -2 | 3% | / | -3% | 13 | /
6 | O=C(CSc1nc2ccccc2c(=O)n1Cc1ccc(F)cc1)NCC1CCCO1 (stereo not drawn) | / | / | 5% | -23% | 0% | / | 0% | / | / | 28 | /
7 | O=C(NCc1ccccc1)c1cccc(Br)n1 | / | 24% | -5% | -3% | -4% | 3 | -3% | 0%[94.6 µM] | -1% | -1 | -2%
8 | CN(C)CCCNCCCNC(=O)/C(=N\O)c1ccccn1 | -1% | 5% | 3% | 4% | 2% | 3 | 1% | -7% | -4% | -2 | -3%
9 | O=C(Nc1cccc([N+](=O)[O-])c1)Nc1cccs1 | -1% | ? | -4% | -4% | 17% | -14 | 1% | ? | 9% | -2 | -1%
10 | O=S(=O)(NCC(c1ccco1)N1CCc2ccccc2C1)c1ccc(Br)cc1 (stereo not drawn) | / | / | -3% | 3% | 16% | -2 | -17% | / | ? | -1 | /
11 | CC(C)NC(=O)c1cc2c(C(F)(F)F)nn(C)c2s1 | -1% | -8% | 3% | 6% | 0% | 16 | 1% | -12% | 1% | 6 | -11%
12 | Cc1ccc(CNC(=O)CCn2cc(-c3ccc(F)cc3)nc2-c2ccncc2)cc1 | / | / | 0% | -25% | ? | -5 | 0% | / | -8% | / | /
13 | COCCN1CC(=O)N2C(c3cccc(OC)c3)c3[nH]c4ccccc4c3C[C@H]2C1=O (stereo partly drawn) | 5% | 6% | 0% | -6% | ? | 8 | -4% | 2% | -3% | 13 | /
14 | Cc1onc(-c2c(Cl)cccc2Cl)c1C(=O)NC(C)(C)CO | 0% | -7% | 5% | 9% | 2% | 15 | 2% | -2% | 0% | 3 | -6%
15 | O=C(CSCc1ccccc1Cl)Nc1ccc(C(=O)O)cc1 | -4% | -6% | 2% | 6% | ? | -22 | 0% | 18% | 4% | 8 | -1%
16 | Cc1cc(C)c(-c2cc(NC(=O)CSc3nncn3C)n(-c3ccccc3)n2)cc1C | -2% | 3% | 0% | -8% | -9% | -20 | 4% | 24% | 3% | 1 | -3%
17 | O=C(OCC(=O)N1CCN(S(=O)(=O)c2ccccc2)CC1)c1ccc([N+](=O)[O-])o1 | -3% | ? | 2% | -2% | 1% | 4 | 2% | -4% | -7% | -10 | 3%
18 | COc1ccccc1N(CCC#N)C(=O)COC(=O)CCC(=O)c1ccc(F)cc1 | / | / | -2% | -3% | -2% | -15 | 1% | / | 3% | 0 | /
19 | Cc1sc2nc(CN3CCN(c4ccc(O)cc4)CC3)[nH]c(=O)c2c1C | 1% | -13% | 2% | -12% | -17% | 15 | ? | / | 0% | -1 | 1.3µM*
20 | O=[N+]([O-])c1cc([N+](=O)[O-])c2cc3ccccc3nc2c1 | -7% | ? | -6% | -18% | ? | -17 | -2% | ? | 9% | -1 | /

Reprinted from the part before: 2 compounds; new compounds follow.
# | canonical_smiles | GALK inhibitor | MBNL1 CUG block | ASM inhibitor | Eya2 phos inh | BCR signal inh | TSHR antagonist | USP2a block | Menin-MLL TR inh | Mito fusion act | hERG WT inh | PKM2 activator
19 | Cc1sc2nc(CN3CCN(c4ccc(O)cc4)CC3)[nH]c(=O)c2c1C | 1% | -13% | 2% | -12% | -17% | 15 | ? | / | 0% | -1 | 1.3µM*
20 | O=[N+]([O-])c1cc([N+](=O)[O-])c2cc3ccccc3nc2c1 | -7% | ? | -6% | -18% | ? | -17 | -2% | ? | 9% | -1 | /
21 | O=C(Nc1ccc(C(F)(F)F)cc1)c1ccccc1 | / | / | 3% | 4% | ? | 3 | 1% | / | 8% | -15 | /
22 | CCCn1c(N)c(N(CCOC)C(=O)CSc2c(Cl)cccc2Cl)c(=O)[nH]c1=O | / | / | -1% | 6% | 0% | / | 2% | / | / | 3 | /
23 | CCn1cc(C2=NC(CCSC)CO2)c2ccccc21 (stereo not drawn) | 4% | -2% | 1% | 6% | ? | -6 | 0% | -6% | 1% | -4 | -2%
24 | Cc1ccc(CNC(=O)CSc2nnc3c(n2)[nH]c2ccccc23)cc1 | -2% | 3% | -2% | 11% | -1% | -82* | 4% | ? | -5% | -6 | -3%
25 | Cc1ccc(/C=N/NC(=O)Cc2ccc(Cl)cc2)s1 | 2% | 5% | 1% | 9% | -15% | 46 | -5% | 21% | 8% | 5 | -3%
26 | CSc1nnc2c3ccccc3n(Cc3ccccc3)c2n1 | -2% | 4% | 3% | 10% | 0% | 5 | 1% | 9% | -4% | -1 | 6%
27 | Cc1ccccc1OCCCN1CCOCC1 | -3% | -13% | 0% | -5% | 6% | 5 | 1% | 4% | -6% | -2 | /
28 | O=C(CCN1C(=O)/C(=C\c2cccc(Br)c2)SC1=S)N1CCOCC1 | 0% | 4% | -1% | -12% | -7% | -1 | -1% | 15% | 0% | 9 | -2%
29 | CCOC(=O)c1cnc(SCC(=O)OCC(=O)NC2CCS(=O)(=O)C2)nc1N (stereo not drawn) | / | / | / | 31% | ? | 8 | 0% | / | 13% | 0 | /
30 | Cc1cc2ccc(C)c(C)c2nc1SCC(=O)c1cccs1 | 0% | -3% | -6% | -12% | ? | -10 | 5% | 1% | 27% | 20 | 1%
31 | CCCC(=O)Nc1ccc(Cl)c(NC(=O)c2cccnc2)c1 | 1% | ? | 1% | 2% | -11% | 12 | 0% | -6% | 0% | 2 | 9%
32 | CCCC(=O)Nc1ccc(Cl)c(NC(=O)c2ccc([N+](=O)[O-])cc2Cl)c1 | 1% | ? | -1% | -6% | -13% | 9 | 3% | 2% | 2% | 0 | -1%
33 | Cc1ccc(C)n1CCN1CCN(CC(=O)Nc2ccc(S(N)(=O)=O)cc2)CC1 | -2% | -17% | 5% | 13% | 0% | 15 | 3% | 15% | -3% | -11 | 0%
34 | COc1cc(/C=C/C(=O)N[C@@H](Cc2c[nH]c3ccccc23)C(=O)O)ccc1O | / | 11% | 91%[activator] | -5% | ? | 2 | 2% | 21% | -5% | 0 | /
